Assay outcomes deposited in PubChem by several laboratories.
DSG3 Ab inh = inhibitors of pemphigus antibody binding to DSG3, primary screen, biochemical, bead-based, flow cytometry, scFv-GFP; 310,000 tested, 0.48% active; DSG3-coupled beads, scFv-anti-DSG3-GFP binding; stronger effect = lower value; binding (percent of control), % at 10 µM; Desmoglein-3 (Homo sapiens), P32926;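 active = binding more than 3 SD below its plate's average and above zero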;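 note: hits lower antibody fragment binding to DSG3; some compounds called inactive have numbers as strong as hits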
Target sequence (P32926 whole entry, looked up, the tested form may be a part): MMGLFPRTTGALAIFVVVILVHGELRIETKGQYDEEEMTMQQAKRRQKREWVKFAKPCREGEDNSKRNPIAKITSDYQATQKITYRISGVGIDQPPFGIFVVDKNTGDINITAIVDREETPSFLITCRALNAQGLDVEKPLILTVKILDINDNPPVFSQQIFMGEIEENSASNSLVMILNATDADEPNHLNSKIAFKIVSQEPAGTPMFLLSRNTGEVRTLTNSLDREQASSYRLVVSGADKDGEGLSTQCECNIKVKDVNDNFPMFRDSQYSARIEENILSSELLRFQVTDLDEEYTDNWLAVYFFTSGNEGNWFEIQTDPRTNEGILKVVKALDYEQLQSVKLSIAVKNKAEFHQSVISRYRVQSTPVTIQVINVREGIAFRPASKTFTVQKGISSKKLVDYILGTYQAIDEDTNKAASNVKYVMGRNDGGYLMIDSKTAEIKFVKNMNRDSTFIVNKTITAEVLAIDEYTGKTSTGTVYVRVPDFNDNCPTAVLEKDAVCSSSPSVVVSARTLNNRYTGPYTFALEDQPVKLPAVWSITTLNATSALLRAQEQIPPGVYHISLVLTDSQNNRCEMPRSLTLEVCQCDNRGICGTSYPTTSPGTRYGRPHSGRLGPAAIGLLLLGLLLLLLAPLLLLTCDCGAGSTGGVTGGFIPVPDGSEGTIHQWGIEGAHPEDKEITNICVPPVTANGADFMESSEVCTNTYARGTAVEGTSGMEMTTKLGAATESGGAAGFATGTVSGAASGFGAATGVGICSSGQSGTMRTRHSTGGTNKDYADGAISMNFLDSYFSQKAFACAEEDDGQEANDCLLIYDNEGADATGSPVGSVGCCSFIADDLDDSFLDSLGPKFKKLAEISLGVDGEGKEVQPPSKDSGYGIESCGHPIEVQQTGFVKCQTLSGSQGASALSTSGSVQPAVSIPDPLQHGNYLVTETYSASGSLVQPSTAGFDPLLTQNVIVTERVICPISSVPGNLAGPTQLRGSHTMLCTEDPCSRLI
HTR5A ag ctr = HTR5A agonists in luminescence cell assay, primary screen, counter-screen for OPRM1-OPRD1 heterodimer agonist project, full-deck HTS | 5-hydroxytryptamine receptor 5A (Homo sapiens), P47898 | cell-based | activation, % at 9.3 µM | 340,000 tested, 0.61% active | AID 504692, 2011; in the data active = activation mostly above about 9.5%, no sharp cut-off; inactive = mostly below about 7.6%;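 note: 0% = cells with vehicle only and 100% = reference agonist; strong numbers were not always called active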
E coli growth = E. coli V3065 growth inhibition, primary screen, counter-screen for AddAB inhibitor project, absorbance, OD600. 330,000 tested, 0.27% active. inhibition, % at 11.9 µM. 18 h;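 active = inhibition above the campaign's mean inhibition across all tested compounds plus 3 SD, cut at about 9.9% in these data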;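 note: uninfected addAB+ strain grown without phage in ampicillin broth; 0% = DMSO wells and 100% = ciprofloxacin 0.95 µg/ml wells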
PKA-R1A activ = activators of PKA-R1A holoenzyme, primary screen, biochemical, fluorescence polarization, Cy5-IP20, bovine R1A, mouse PKAc; PKA-R1A dissociation; scaled: DMSO 0%, 113 µM cGMP 100%; activation, % at 11.4 µM; 340,000 tested, 0.083% active;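 active = percent activation above the mean of all tested compounds plus 3 SD, cut at about 19% in these data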;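 note: higher means more PKAc released from R1A so a rise in polarization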
OPRM1-OPRD1 inv = inverse agonists of MOR-DOR heterodimerization, primary screen, cell-based, luminescence; Mu-type opioid receptor (Homo sapiens) + Delta-type opioid receptor (Homo sapiens), …; 340,000 tested, 0.21% active; cell-based MOR-DOR heterodimer luminescence, inverse agonism; inhibition, % at 9.3 µM; AID 504357, 2011; in the data active = inhibition above about 22%, passing the limit was not always enough;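 note: 0% = cells with DMSO and 100% = wells without cells with DMSO; values of inactives mirror those of a sister screen read the other way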
HTR5A inv ag = HTR5A inverse agonists in luminescence cell assay, primary screen, counter-screen for OPRM1-OPRD1 heterodimer inverse agonist project, full-deck HTS | HTR5A cell line, inverse agonism | inhibition, % at 9.3 µM | 340,000 tested, 0.083% active | AID 504634, 2011; in the data active = inhibition mostly above about 23%, no sharp cut-off; inactive = mostly below about 18%;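 note: 0% = cells with DMSO and 100% = no-cell wells with DMSO; some compounds called inactive have numbers as strong as hits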
phage Ecoli inh = growth loss of phage-infected E. coli, primary screen, RecBCD inhibitor project, absorbance, with phage, HTS; inhibition, % at 11.9 µM; 360,000 tested, 0.26% active; AID 651602, 2012; in the data active = inhibition above about 11%
AddAB inh = growth inhibition of E. coli expressing H. pylori AddAB, primary screen, AddAB inhibitor project, absorbance; inhibition, % at 11.9 µM; 330,000 tested, 0.29% active; AID 435030, 2010; in the data active = inhibition above about 12%;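 note: 0% = vehicle wells of infected cells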
Mot1-301 SUMO = yeast Mot1-301 growth rescue at high temperature, primary screen, SUMOylation pathway inhibitor project, S. cerevisiae, ATP luminescence, 38.5C; S. cerevisiae Mot1-301 growth rescue; percent above DMSO median, 100 means doubled; growth rescue, % at 18.8 µM; 320,000 tested, 1% active; AID 2716, 2010;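 active = every valid replicate shows activation above 250% relative to neutral control wells; inactive = the rest, any valid replicate at or below 250%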;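 note: OY570 slx delta 5 strain wells were the positive control but not used for scaling; some compounds called inactive have numbers as strong as hits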
PfHsp90 yeast 2 = growth inhibition of PfHsp90-expressing yeast, primary screen, antimalarial PfHsp90 inhibitor project, S. cerevisiae, BacTiter-Glo luminescence, single point, set 2. 310,000 tested, 0.32% active. BacTiter-Glo ATP, 48 h; yeast lacking PDR1 and PDR3 efflux regulators. inhibition, % at 9.4 µM. AID 504621, 2011;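 active = every replicate shows inhibition above about 80%, whatever the replicate mean, limit read from the data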;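 note: 0% = DMSO neutral controls and 100% = 20 µM radicicol positive controls; yeast relying on Plasmodium falciparum Hsp90 in place of its own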
MOR-DOR ag = agonists of OPRM1-OPRD1 heterodimerization, primary screen, cell-based, luminescence; Mu-type opioid receptor (Homo sapiens) + Delta-type opioid receptor (Homo sapiens), …; cells; activation, % at 9.3 µM; 340,000 tested, 0.3% active; AID 504326, 2011; in the data active = activation above about 18%;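 note: 0% = vehicle-treated cells and 100% = reference agonist; values of inactives mirror those of a sister screen read the other way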
* = called active by the depositor; · = no result given; & = joins results of further samples.

Screens in order – DSG3 Ab inh	HTR5A ag ctr	E coli growth	PKA-R1A activ	OPRM1-OPRD1 inv	HTR5A inv ag	phage Ecoli inh	AddAB inh	Mot1-301 SUMO	PfHsp90 yeast 2	MOR-DOR ag
> COc1ccc(Cl)cc1CN1C(=O)NC2(CCCCCC2)C1=O
→ 94	4	0.9	-5	-5	-13	-2.4	0.3	262	29	0.6
> CCNC(=S)N(Cc1cc2cc(C)ccc2[nH]c1=O)C1CCCC1
→ 125	1	1.9	5	11	-5	3.9	1.6	-14	-25	-2.0
> CCN(CC)CCCNC(=O)c1csc(Nc2cccc3ccccc23)n1
→ 96	-3	-3.0	7	2	9	1.8	5.4	-13	6	-0.5
> CCCc1cc(C(=O)Nc2cccc(C(C)=O)c2)no1
→ 100	4	-0.1	-10	-3	-3	3.7	3.9	11	-12	0.5
> COC(=O)c1sc2nc(N)c(C#N)cc2c1N
→ 100	-2	-1.5	-5	4	4	0.6	0.3	-10	-4	-0.7
> Cc1cccc(C)c1NC(=O)COC(=O)COc1ccc2c(C)cc(=O)oc2c1
→ 83	5	-0.9	-7	13	3	2.0	3.2	-3	-22	-2.6
> Cn1ccnc1C(O)c1ccc(OCc2ccccc2)cc1 (stereo unspecified)
→ 97	4	-1.7	-2	12	-12	4.8	-2.2	17	2	-2.2
> O=c1sc2ccccc2n1CCCOc1ccccc1
→ 110	0	-2.6	2	-19	-2	1.4	1.0	83	-18	3.2
> CCCn1c2ccccc2c2cnn(CC(=O)NCCCN3C(C)CCCC3C)c(=O)c21 (stereo unspecified)
→ 101	-3	0.4	0	12	12	1.0	3.0	-8	-4	-2.3
> O=C(Nc1ccc(N2CCOCC2)cc1)C1CCN(S(=O)(=O)Cc2ccccc2)CC1
→ 59	2	0.0	-18	3	-8	-0.2	1.6	7	-1	-0.5
> CCCCn1nnnc1SCC(=O)Nc1cccc(C)n1
→ ·	-3	0.1	9	15	-7	2.5	-0.8	-12	1	-2.8
> CCn1c(C)cc(C(=O)COC(=O)c2cccnc2SC)c1C
→ 94	0	-3.4	6	0	0	3.3	-1.4	22	-16	0.1
> O=C(O)CCS(=O)(=O)c1cc(Br)cc2c1N(C(=O)C1CC1)CC2
→ 119	-4	-1.1	4	8	9	2.0	0.8	19	17	-1.8
> Cn1c2c(c3ccccc31)CC/C2=N\O
→ 91	2	-0.6	3	-14	-26	3.9	2.9	15	9	2.4
> CSCc1nnc(NC(=O)c2ccc(S(=O)(=O)N3CCCCC3C)cc2)o1 (stereo unspecified)
→ ·	4	-5.8	10	7	-12	-3.4	-5.2	-7	-31	-1.1
> Cc1cc(=O)n2[nH]c(-c3ccccc3)cc2n1
→ 93	-5	-0.2	-7	5	-12	0.6	2.9	-11	6	-0.8
> O=C(c1ccc(=O)n(Cc2ccc(Cl)c(Cl)c2)c1)N1CCOCC1
→ 101	-3	-1.4	11	16	9	0.6	-0.2	-17	-25	-3.6
> O=C(CSc1ncccc1C(=O)O)NCc1ccc(F)cc1
→ ·	-1	-1.0	-15	11	3	1.0	3.4	-4	5	-2.5
> CC1(C)Cc2ccccc2C(NNC(=O)c2ccccc2)=N1
→ 103	1	0.2	7	4	-4	2.6	4.0	-6	21	-0.7
> Cc1cc(NS(=O)(=O)Cc2ccccc2)no1
→ ·	-1	-0.9	-1	13	-5	2.3	1.8	-7	21	-2.0

Screens in order – DSG3 Ab inh	HTR5A ag ctr	E coli growth	PKA-R1A activ	OPRM1-OPRD1 inv	HTR5A inv ag	phage Ecoli inh	AddAB inh	Mot1-301 SUMO	PfHsp90 yeast 2	MOR-DOR ag
> O=C1Nc2ccccc2C1=Nc1cccc(Cl)c1
→ 95	-6	-1.9	-4	53*	21	-0.6	2.5	143	0	-11
> CCCCN(C)CCN1C(=O)C2C(C(=O)Nc3cccc(OC)c3)C3C=CC2(O3)C1C(=O)NC1CCCCC1C (stereo unspecified)
→ 118	-3	-0.4	-2	-37	10	0.2	4.3	144	-8	4.6
> Cc1sc2nc(SCC(N)=O)n(C)c(=O)c2c1C
→ ·	3	-0.3	-7	1	-15	4.0	1.7	10	·	-0.2
> NCCCS(=O)(=O)O
→ 93&98	-2&3	-3.2&-0.7	0&8	9&8	8&-12	2.7&2.6	-2.7&1.9	198&15	-1&-17	-1.6&-1.4
> CC(CCc1ccc(O)cc1)NCc1ccc(Br)cc1 (stereo unspecified)
→ 118	-2	-0.8	1	-51	8	3.3	2.2	-11	-17	10
> CCn1nc(C(=O)NNC(=O)c2cc(Cl)ccc2OC)c2ccccc2c1=O
→ 102	2	-5.3	-5	19	-7	-0.8	-6.1	64	13	-3.6
> COc1ccc(C(=O)Nc2cccc(C(=O)NCc3ccccc3)c2)cc1
→ 99	0	3.7	-11	4	11	1.8	2.4	134	·	-0.8
> O=C(O)c1ccc(S(=O)(=O)c2ccc3c(c2)C(=O)N(c2ccccc2[N+](=O)[O-])C3=O)cc1
→ ·	0	-1.4	-6	8	7	1.6	-2.5	197	-10	-1.5
> COC(=O)Cn1cc(C(=O)C(C)(C)C)c2ccccc21
→ 100	4	3.3	-7	14	7	0.8	4.3	-6	-4	-2.5
> Cc1ccc(SCCNC(=S)Nc2ccccc2)cc1
→ 115	4	3.2	-7	-33	-9	2.9	4.3	4	·	6.6
> CCOCC(=O)Nc1ccc(S(=O)(=O)N2CCOCC2)cc1
→ 96	-1	-0.5	10	-1	6	1.3	0.1	-6	-18	0.1
> CCSC1(SCC)N=C(N)C2(C#N)C(c3ccccc3)NC(C)=CC12C#N (stereo unspecified)
→ 105	19	0.8	-2	4	-51	1.2	0.5	4	9	-0.7
> O=C(CCC1=NS(=O)(=O)c2ccccc2N1)NC1CCCCCCC1
→ 104	7	-2.3	-3	10	18	-0.5	1.5	228	·	-1.6
> CCc1ccc(-c2cc(C)no2)cc1S(=O)(=O)NCc1ccccc1OC
→ 103	2	1.6	-4	2	-14	2.4	0.9	-13	18	-0.3
> CCOc1ccc(CCNS(=O)(=O)c2cccc3nsnc23)cc1OCC
→ ·	-9	0.2	-2	7	21	2.1	3.8	-9	-10	-1.6
> Cc1cc(C)n2nc(C(=O)OCC(=O)N(CC(C)C)C3CCS(=O)(=O)C3)nc2n1 (stereo unspecified)
→ 121	0	0.4	2	14	0	1.6	0.6	-12	-3	-2.8
> O=C(CNC(=O)c1ccccn1)N/N=C/c1ccccc1
→ ·	-3	-0.5	10	10	7	4.2	3.7	4	3	-2.3
> CCN1C(=O)c2ccc(C(=O)Nc3ncc(C)s3)cc2C1=O
→ 104	6	-1.8	4	1	-14	1.5	-1.1	·	16	-0.2
> Cc1cccc(N2CCN(C(=O)[C@H](C)N3C(=O)C4CC=CCC4C3=O)CC2)c1C (stereo partly specified)
→ 94	0	-1.8	4	16	-1	2.1	0.3	33	-7	-3.2
> CCOC(=O)N1CCN(Cc2nc(-c3cccs3)no2)CC1
→ 100	1	-0.9	-1	3	17	2.3	-3.1	127	-1	-0.6
> Cc1cccc(NC(=S)NNC(=O)c2ccccc2Br)c1
→ 75	1	1.4	2	16	14	2.1	2.7	-15	11	-3.2

Limited to phage Ecoli inh and PKA-R1A activ, for 2 of the compounds above:
SMILES | phage Ecoli inh | PKA-R1A activ
CCCCN(C)CCN1C(=O)C2C(C(=O)Nc3cccc(OC)c3)C3C=CC2(O3)C1C(=O)NC1CCCCC1C (stereo unspecified) | 0.2 | -2
Cc1sc2nc(SCC(N)=O)n(C)c(=O)c2c1C | 4.0 | -7

Of the compounds above, 5 have an aryl thioether with sulfur outside any ring:
Screens in order – DSG3 Ab inh	HTR5A ag ctr	E coli growth	PKA-R1A activ	OPRM1-OPRD1 inv	HTR5A inv ag	phage Ecoli inh	AddAB inh	Mot1-301 SUMO	PfHsp90 yeast 2	MOR-DOR ag
> CCCCn1nnnc1SCC(=O)Nc1cccc(C)n1
→ ·	-3	0.1	9	15	-7	2.5	-0.8	-12	1	-2.8
> CCn1c(C)cc(C(=O)COC(=O)c2cccnc2SC)c1C
→ 94	0	-3.4	6	0	0	3.3	-1.4	22	-16	0.1
> O=C(CSc1ncccc1C(=O)O)NCc1ccc(F)cc1
→ ·	-1	-1.0	-15	11	3	1.0	3.4	-4	5	-2.5
> Cc1sc2nc(SCC(N)=O)n(C)c(=O)c2c1C
→ ·	3	-0.3	-7	1	-15	4.0	1.7	10	·	-0.2
> Cc1ccc(SCCNC(=S)Nc2ccccc2)cc1
→ 115	4	3.2	-7	-33	-9	2.9	4.3	4	·	6.6
